Bioassay records (PubChem)
LAP4-GFP MLPCN = alters LAP4-GFP fluorescence in TOR pathway yeast screen; AID 2023; S. cerevisiae LAP4-GFP multiplex, flow cytometry GFP, 3 h; median GFP as percent of DMSO wells; GFP response vs DMSO, % at 10 µM; 320,000 compounds, 0.34% hits;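 active = GFP response vs DMSO above a set limit, about the screen mean plus 3 SD, cut at about 150% in these data; inconclusive = under 70 cell events counted for the yeast strain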
RPL19A-GFP yeast = alters RPL19A-GFP fluorescence in TOR pathway yeast screen; S. cerevisiae RPL19A-GFP strain, flow cytometry, 3 h; stronger effect = lower value; percent response vs DMSO, % at 10 µM; 330,000 compounds, 0.3% hits; AID 2025;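 active = percent response vs DMSO below 50%; inconclusive = fewer than 70 events counted for the yeast strain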;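 note: median channel GFP fluorescence of the barcoded RPL19A-GFP strain; ratio of sample median GFP to plate DMSO average so 100% = DMSO; lower means less RPL19A-GFP as with rapamycin TOR inhibition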
AGP1 TOR yeast = alters AGP1-GFP fluorescence in TOR pathway yeast screen; S. cerevisiae AGP1-GFP multiplex flow cytometry, 3 h; GFP as percent of DMSO wells; GFP response vs DMSO, % at 10 µM; 320,000 compounds, 0.02% hits;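 active = GFP response relative to DMSO above a set limit, near screen average plus 3 SD, cut at about 150% in these data; inconclusive = fewer than 70 cells counted for the yeast strain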;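 note: median GFP channel fluorescence of the gated AGP1 strain per well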
MEP2-GFP yeast = modulators of TOR pathway MEP2-GFP in S. cerevisiae. S. cerevisiae MEP2-GFP strain, flow cytometry GFP, 3 h; 100% = DMSO control level. 330,000 compounds, 0.51% hits. AID 2016. GFP response vs DMSO, % at 10 µM;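 active = GFP response versus DMSO above a set limit, roughly screen mean plus 3 SD, cut at about 180% in these data; inconclusive = fewer than 70 cells counted for a yeast strain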;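 note: median GFP fluorescence of the barcode-gated MEP2-GFP cells per well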
GRK2 aptamer HTS = inhibitors of human GRK2 displacing RNA aptamer. P25098. bead flow cytometry, FAM-aptamer displacement from GRK2. inhibition of aptamer binding, % at 10 µM. 330,000 compounds, 0.59% hits;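 active = inhibition of aptamer binding above 40%, roughly 3 SD of noise, on plates passing a quality check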;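 note: median bead fluorescence of bound FAM aptamer so fluorescent compounds give negative values; no value below 0 was filed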
Target sequence (P25098 whole entry, looked up): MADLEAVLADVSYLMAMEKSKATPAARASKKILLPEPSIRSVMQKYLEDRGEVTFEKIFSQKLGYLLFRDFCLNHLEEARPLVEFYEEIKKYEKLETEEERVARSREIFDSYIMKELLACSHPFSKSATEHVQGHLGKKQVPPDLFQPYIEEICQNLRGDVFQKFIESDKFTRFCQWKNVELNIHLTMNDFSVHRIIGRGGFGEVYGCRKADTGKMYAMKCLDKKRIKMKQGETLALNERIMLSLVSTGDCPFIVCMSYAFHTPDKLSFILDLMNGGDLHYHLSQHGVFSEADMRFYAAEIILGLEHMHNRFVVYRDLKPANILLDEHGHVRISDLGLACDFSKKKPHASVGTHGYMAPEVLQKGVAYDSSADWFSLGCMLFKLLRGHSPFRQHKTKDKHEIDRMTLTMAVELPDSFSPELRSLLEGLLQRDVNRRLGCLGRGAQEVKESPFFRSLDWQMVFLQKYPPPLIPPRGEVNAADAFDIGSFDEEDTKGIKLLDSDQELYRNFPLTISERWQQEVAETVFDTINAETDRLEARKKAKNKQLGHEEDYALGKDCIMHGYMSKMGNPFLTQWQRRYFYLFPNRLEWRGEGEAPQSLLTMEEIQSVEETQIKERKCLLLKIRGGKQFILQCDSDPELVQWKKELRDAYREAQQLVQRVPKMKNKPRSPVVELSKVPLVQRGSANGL
Yeast superoxide = caloric restriction mimetics inhibiting age-related superoxide in yeast. superoxide response (% of plate mean), % at 10 µM. S. cerevisiae aged cells, superoxide DHE fluorescence; stronger effect = lower value. 330,000 compounds, 0.18% hits;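 active = superoxide response under a set limit, about three screen SD below normal, cut at about 65% in these data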;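 note: yeast aged for seven days with compound at 30 °C before DHE staining; 100% = average MFI of all compound-treated wells on the plate with controls excluded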
VLA-4 inh = inhibition in a human VLA-4 binding assay | P13612 | VLA-4 expressing cells, ligand binding flow cytometry | inhibition, % (about 7 µM as worked out from the volumes in the protocol) | 330,000 compounds, 0.2% hits | AID 2557; in the data active = inhibition above about 50%
CIT2-GFP yeast = modulators of TOR pathway CIT2-GFP in S. cerevisiae; 320,000 compounds, 0.065% hits; GFP response vs DMSO, % at 10 µM; S. cerevisiae CIT2-GFP strain, flow cytometry, 3 h; 100 means same as DMSO wells;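 active = GFP response relative to DMSO above a set limit, near the screen mean plus 3 SD, cut at about 150% in these data; inconclusive = Fewer than 70 cells measured for a yeast strain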;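 note: ratio of well median GFP fluorescence to mean of DMSO wells on the plate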
Active calls of the source: *; ? = inconclusive; . = not tested or not shown.

SMILES	LAP4-GFP MLPCN	RPL19A-GFP yeast	AGP1 TOR yeast	MEP2-GFP yeast	GRK2 aptamer HTS	Yeast superoxide	VLA-4 inh	CIT2-GFP yeast
COc1cccc(C(=O)COC(=O)C2CC3CCCC(C2)C3=O)c1 (stereo not drawn)	95.7	102.5	105.8	103.0	0.0	91.0	8.8	96.3
CC1(C)CC(=O)C=C(NCc2ccco2)C1	96.3	100.8	108.7	97.2	0.0	85.9	0.4	108.1
CCN(CC)Cc1c(O)ccc2c(-c3ccccc3)cc(=O)oc12	91.6	97.6	93.3	99.0	0.0	98.0	16.6	100.2
CCOc1ccc(C(C)=O)cc1CN1C(=O)c2ccccc2S1(=O)=O	100.5	103.6	102.1	103.3	1.0	94.1	4.1	100.3
O=C(O)COCC(=O)N1CCN(C(c2ccccc2)c2ccccc2)CC1	110.3	106.5	117.3	98.7	0.0	96.5	5.3	108.5
Nc1c(-c2cccs2)cnn1-c1nc(-c2ccc(Cl)cc2Cl)cs1	84.4	91.7	89.4	82.7	1.0	111.2	12.0	87.6
CCOc1ccccc1/C=N/NC(=O)CNC(=O)c1cccs1	99.3	96.2	88.3	97.3	4.0	111.5	0.0	102.7
Cc1ccccc1NC(=O)C1CCCN(S(=O)(=O)c2ccc(-n3cnnn3)cc2)C1 (stereo not drawn)	86.7	91.3	90.2	100.3	1.0	128.1	13.4	93.4
Oc1ccc(Nc2nc(-c3ccccc3O)nc3ccccc23)cc1	113.2	99.8	95.8	106.5	1.0	93.7	15.4	91.4
COc1ccc(CCn2cnc3c([nH]c4ccccc43)c2=O)cc1	113.6	99.0	101.6	98.7	2.0	96.4	0.6	87.5
CSc1ncccc1C(=O)OCC(=O)Nc1ccc(Cl)cn1	87.8	95.4	89.7	110.2	0.0	83.9	1.2	67.4
CC(=O)c1cccc(NC2c3ccccc3C(=O)N2Cc2ccco2)c1 (stereo not drawn)	110.8	98.4	102.5	99.8	0.0	100.6	6.9	91.7
COc1cccc(NC(=O)CN2C(=O)NC3(CCCC3)C2=O)c1	104.2	96.7	99.8	95.0	0.0	104.3	0.8	96.6
COc1ccc(S(=O)(=O)N2CCCCC2)cc1NC(=O)C1CC(=O)N(Cc2ccco2)C1 (stereo not drawn)	102.7	100.0	107.7	110.4	10.0	89.1	-1.8	109.0
CCC1=C(OC(=O)N(CC)CC)N2C(=O)OC(=NCc3ccccc3)[C@]2(C)[C@H]2C1=CC[C@H]1C(=O)NC(=O)[C@H]12	95.2	97.1	101.1	97.8	3.0	96.3	-2.4	104.4
Cc1cc(C)c2ccc(Cl)cc2n1	98.5	103.6	105.8	100.0	5.0	82.4	8.6	100.7
C/C(=N/NS(=O)(=O)c1ccc(Br)cc1)c1c[nH]c2ccccc12	103.9	103.3	101.3	107.0	4.0	98.8	16.6	100.8
Oc1ccccc1C(=S)N1CCN(C(=S)c2ccccc2O)CC1	103.5	105.4	98.9	96.3	0.0	100.7	-5.6	99.5
CCc1ccc(NC(=O)CSCc2ccc(C(=O)O)cc2)cc1	89.4	96.8	86.0	85.7	0.0	99.2	20.7	79.4
O=C(CSc1nnc(Cc2cc(=O)[nH]c(=O)[nH]2)n1-c1ccc(Cl)cc1)NC1CCCC1	93.8	100.5	104.7	97.8	2.0	96.2	-7.0	104.8

Already shown: 10 of the compounds above.
SMILES	LAP4-GFP MLPCN	RPL19A-GFP yeast	AGP1 TOR yeast	MEP2-GFP yeast	GRK2 aptamer HTS	Yeast superoxide	VLA-4 inh	CIT2-GFP yeast
COc1cccc(C(=O)COC(=O)C2CC3CCCC(C2)C3=O)c1 (stereo not drawn)	95.7	102.5	105.8	103.0	0.0	91.0	8.8	96.3
CC1(C)CC(=O)C=C(NCc2ccco2)C1	96.3	100.8	108.7	97.2	0.0	85.9	0.4	108.1
CCN(CC)Cc1c(O)ccc2c(-c3ccccc3)cc(=O)oc12	91.6	97.6	93.3	99.0	0.0	98.0	16.6	100.2
CCOc1ccc(C(C)=O)cc1CN1C(=O)c2ccccc2S1(=O)=O	100.5	103.6	102.1	103.3	1.0	94.1	4.1	100.3
O=C(O)COCC(=O)N1CCN(C(c2ccccc2)c2ccccc2)CC1	110.3	106.5	117.3	98.7	0.0	96.5	5.3	108.5
Nc1c(-c2cccs2)cnn1-c1nc(-c2ccc(Cl)cc2Cl)cs1	84.4	91.7	89.4	82.7	1.0	111.2	12.0	87.6
CCOc1ccccc1/C=N/NC(=O)CNC(=O)c1cccs1	99.3	96.2	88.3	97.3	4.0	111.5	0.0	102.7
Cc1ccccc1NC(=O)C1CCCN(S(=O)(=O)c2ccc(-n3cnnn3)cc2)C1 (stereo not drawn)	86.7	91.3	90.2	100.3	1.0	128.1	13.4	93.4
Oc1ccc(Nc2nc(-c3ccccc3O)nc3ccccc23)cc1	113.2	99.8	95.8	106.5	1.0	93.7	15.4	91.4
COc1ccc(CCn2cnc3c([nH]c4ccccc43)c2=O)cc1	113.6	99.0	101.6	98.7	2.0	96.4	0.6	87.5

(listing goes on)
SMILES	LAP4-GFP MLPCN	RPL19A-GFP yeast	AGP1 TOR yeast	MEP2-GFP yeast	GRK2 aptamer HTS	Yeast superoxide	VLA-4 inh	CIT2-GFP yeast
Cc1ccccc1C(=O)NNC(=O)/C=C/c1ccccc1	89.9	100.0	101.1	98.3	0.0	92.2	-2.5	100.6
Cc1c(NC(=O)CN2CCN(c3ccc(F)cc3)CC2)c(=O)n(-c2ccccc2)n1C	103.5	106.1	109.3	102.6	0.0	94.3	47.4	97.5
CCOC(=O)c1cc(C(C)C)sc1NC(=O)COC(=O)c1nccnc1N	105.7	105.9	111.5	102.7	12.0	105.8	-3.5	100.1
Cc1onc(-c2ccccc2)c1C(=O)N(Cc1ccccn1)Cc1ccccn1	103.8	107.1	109.2	101.5	0.0	87.2	-9.7	104.9
COc1ccc(CC(=O)N(CC2CCCO2)c2nc3ccccc3s2)cc1 (stereo not drawn)	97.5	104.5	106.0	106.0	0.0	91.9	-15.1	104.9
O=C(N/N=C/c1cc(Br)c(O)c([N+](=O)[O-])c1)C(O)(c1ccccc1)c1ccccc1	86.5	91.9	95.0	89.1	5.0	129.7	14.9	96.1
Cc1nnc(NC(=O)CSc2nnc(Cc3cccn3C)n2C)s1	94.2	96.5	96.5	96.8	1.0	82.3	7.8	101.0
CC(C)=N/N=C1/NC(=O)C(Cc2ccccc2)S1 (stereo not drawn)	97.2	97.9	100.5	106.5	0.0	91.8	11.9	106.8
COC(=O)Nc1ccc2c(c1)Nc1ccccc1CC2	94.9	94.7	84.5	96.9	.	90.5	6.8	101.0
CCOC(=O)c1cnn2c1[nH]c(=O)c1ccccc12	103.0	96.5	95.0	97.5	1.0	106.9	18.6	104.1
O=C(CCN1C(=O)C2C3C=CC(C3)C2C1=O)Oc1ccc2ccccc2c1 (stereo not drawn)	103.0	109.3	106.4	115.2	2.0	80.4	3.8	110.8
O=C(CCc1ccccc1)Nc1ccccc1C(=O)N1CCOCC1	85.8	89.1	90.6	84.7	0.0	100.7	-0.5	94.7
Cc1nc2sc(C(=O)c3ccccc3)c(N)c2c(C)c1C	110.8	90.2	93.3	101.4	40.0	93.6	4.6	97.9
O=C(O)CC1(CC(=O)NCc2ccc(Cl)cc2)CCCCC1	104.3	104.7	95.6	107.1	1.0	99.3	-9.6	101.4
COc1ccc(Cc2nnc3c4cnn(C)c4ncn23)cc1	98.1	99.1	98.0	106.1	2.0	89.9	0.8	104.5
O=C1c2ccccc2C(=O)N1CCc1nc(-c2ccc(Cl)cc2)no1	104.8	97.4	100.2	98.0	3.0	91.9	-14.6	92.4
CC(C)N(Cc1ccccc1)C(=S)Nc1ccc(OC(F)F)cc1	77.3	96.5	85.9	93.6	2.0	97.9	45.0	86.1
COc1cc2c(cc1OC)C(c1ccc(Br)cc1)NCC2 (stereo not drawn)	102.1	102.0	106.5	94.0	1.0	103.0	24.9	98.6
Cc1ccc(S(=O)(=O)CCC(=O)OCC(=O)c2c(C)[nH]c3ccccc23)cc1	101.9	103.2	102.2	103.9	2.0	103.7	-24.7	108.8
COc1ccc(S(=O)(=O)NC(CC(=O)NCCc2ccc(OC)c(OC)c2)C(C)C)cc1 (stereo not drawn)	94.6	105.8	103.7	101.2	4.0	96.5	-3.4	95.6
COc1ccc(/C=N/Nc2nc(Nc3ccccc3)nc(N3CCCCC3)n2)cc1OC	119.4	96.3	94.5	96.9	0.0	93.8	-3.8	86.0
Cc1ccccc1NS(=O)(=O)c1ccc(OCC(=O)NCC2CCCO2)cc1 (stereo not drawn)	105.1	110.2	104.3	109.7	0.0	100.1	5.7	98.5
Cc1csc(SC(C)C(=O)Nc2ccccc2C)n1 (stereo not drawn)	106.3	100.5	98.5	100.8	2.0	92.9	-4.0	96.2
COc1ccc(-c2nnc(NC(=O)CS(=O)(=O)c3ccc(F)cc3)o2)cc1	93.3	105.3	99.2	101.9	2.0	114.4	-3.3	90.9
Cc1ccc(N2CCN(c3ccc(NCc4nc5ccccc5n4C)cc3)CC2)cc1	92.8	99.6	94.7	101.3	0.0	104.6	11.5	89.8
CC(=O)C1=C(O)C(=O)N(C)C1c1ccccc1F (stereo not drawn)	100.3	94.0	98.7	?	0.0	85.5	-2.6	?
c1nnnn1C12CC3CC(CC(C3)C1)C2	97.3	97.7	97.1	103.5	4.0	93.7	7.1	99.1
CCc1ccccc1NC(=S)N1CCNC(=O)C1CC(=O)OC (stereo not drawn)	105.9	96.9	99.1	97.1	1.0	105.6	5.1	96.0
Cc1cc(Cl)ccc1OC(C)C(=O)Nc1ccc(C(=O)Nc2ccccc2C(=O)O)cc1 (stereo not drawn)	101.2	107.2	102.4	99.7	2.0	142.4	4.6	.
Cc1ccc2c(c1)N(C(=O)CCC(=O)N1CCc3ccccc3C1)CCO2	90.7	91.0	89.8	95.6	9.0	105.7	2.6	89.9
COc1cc(C(=O)Nc2ccc3c(c2)nc(C)n3C)cc(OC)c1OC	96.7	105.2	104.2	112.6	2.0	103.2	1.4	103.0
O=C(O)CNC(=O)c1ccc(NC(=O)/C(=C/c2cccc([N+](=O)[O-])c2)NC(=O)c2ccco2)cc1	98.5	99.5	102.5	96.2	0.0	93.5	-4.0	105.0
CN(C(=O)Cc1c(C(=O)O)n(C)c2ccccc12)c1ccc(Cl)cc1	101.4	98.9	94.6	98.9	9.0	96.3	2.5	92.0
O=C(COc1cccc2cccnc12)Nc1cccc(S(=O)(=O)N2CCCC2)c1	92.2	90.0	87.2	98.2	0.0	95.9	-8.2	81.1
CCOc1cccc(CNCCNC(=O)c2nonc2N)c1	98.1	98.4	86.1	96.9	0.0	86.6	0.4	91.2
O=S(=O)(c1ccc2c(c1)CCN2)N1CCOCC1	111.5	92.8	114.1	114.4	1.0	93.8	7.2	104.5
